# aSyn rescue – rescues yeast growth from alpha-synuclein toxicity. Yeast expressing alpha-synuclein, growth rescue, BacTiter-Glo, 24 h. Potency, µM (series often up to 46.1 µM), for the others: at the top dose growth rescue (activation), actives largely listed as activators. 370,000 compounds, 0.14% hits. AID 652106; further: potency means the concentration at half of the fitted maximal effect; % of control where 0% means no effect; nearly all actives have a fitted effect of over 65% in size
#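 Screening used galactose-induced yeast with toxic alpha-synuclein levels, exposed to compound for 24 hr at 30 deg C. Cell growth, read with BacTiter-Glo luminescence, gave the measured signal.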
# FUS yeast rescue – FUS proteinopathy suppression in yeast; Potency, µM (highest dose often 76.6 µM), without a hit: at the highest dose growth rescue (activation), hits mostly activators; 390,000 compounds, 0.24% hits; S. cerevisiae FUS-expressing, growth rescue, OD600, 24 h;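 further: potency means the concentration at half of the fitted maximal effect; plate controls were DMSO vehicle for no effect and reference control for full effect; nearly all actives have a fitted effect of over 55% in size; some results filed as inactive show a strong effect at the top dose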
#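 Yeast FUS proteinopathy model; galactose-induced FUS (2%), starting OD 0.005. Cpds in dilution series, 24hr, 30C, 99% humidity. Abs 600 nm growth. Pos ctrl CP55940 (top 92uM final); neg ctrl DMSO.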
# PLK1 PBD block – blocks phosphopeptide binding to human PLK1 polo-box domain. P53350. Plk1 PBD binding of FITC phosphopeptide, fluorescence polarization. Potency, µM, for inactives: max response, negative = inhibition, usual class: inhibitors. 360,000 compounds, 2.8% hits. AID 720504; further: potency means the concentration at half of the fitted maximal effect; series mostly up to about 57 µM; on the % scale 0 is the no-effect control and ±100 the full control effect; nearly all actives have a fitted effect of over 65% in size
# Abeta yeast res – A-beta toxicity reversal in yeast | yeast expressing A-beta42, growth rescue, OD600, 48 h; response scale: 0% DMSO, 100% iron-clioquinol control | Potency, µM (doses to about 46.1 µM), for inactives: at the highest dose growth rescue, actives largely listed as activators | 410,000 compounds, 0.063% hits; further: potency means the concentration at half of the fitted maximal effect; nearly all actives have a fitted effect of over 55% in size
#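 Growth rescue measured by 600 nm absorbance after 48 h yeast culture at 30 C with compound. Values normalized between DMSO and an equimolar ferric chloride plus clioquinol control.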
# EPAC1 antagonist – antagonists of human EPAC1; 360,000 compounds, 0.14% hits; EPAC1 GEF assay, Rap1b-BODIPY-GDP exchange fluorescence; AID 720709; Potency, µM (doses to about 115 µM), for the others: at the top dose activity change, negative = inhibition, most hits filed as inhibitors; O95398;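 further: potency means the concentration at half of the fitted maximal effect; plate controls were vehicle for no effect and positive control for full effect; nearly all actives have a fitted effect of over 50% in size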
# WRN inhibitor – WRN helicase (human) inhibition; Q14191; WRN helicase unwinding, fluorescent forked duplex, kinetic; Potency, µM (doses to about 114 µM), inactives show at the top dose activity change, negative = inhibition, hits mostly inhibitors; 360,000 compounds, 0.46% hits; AID 651768; further: potency means the concentration at half of the fitted maximal effect; on the % scale 0 is the no-effect control and ±100 the full control effect; nearly all actives have a fitted effect of over 55% in size
# Target sequence (Q14191 whole entry, looked up): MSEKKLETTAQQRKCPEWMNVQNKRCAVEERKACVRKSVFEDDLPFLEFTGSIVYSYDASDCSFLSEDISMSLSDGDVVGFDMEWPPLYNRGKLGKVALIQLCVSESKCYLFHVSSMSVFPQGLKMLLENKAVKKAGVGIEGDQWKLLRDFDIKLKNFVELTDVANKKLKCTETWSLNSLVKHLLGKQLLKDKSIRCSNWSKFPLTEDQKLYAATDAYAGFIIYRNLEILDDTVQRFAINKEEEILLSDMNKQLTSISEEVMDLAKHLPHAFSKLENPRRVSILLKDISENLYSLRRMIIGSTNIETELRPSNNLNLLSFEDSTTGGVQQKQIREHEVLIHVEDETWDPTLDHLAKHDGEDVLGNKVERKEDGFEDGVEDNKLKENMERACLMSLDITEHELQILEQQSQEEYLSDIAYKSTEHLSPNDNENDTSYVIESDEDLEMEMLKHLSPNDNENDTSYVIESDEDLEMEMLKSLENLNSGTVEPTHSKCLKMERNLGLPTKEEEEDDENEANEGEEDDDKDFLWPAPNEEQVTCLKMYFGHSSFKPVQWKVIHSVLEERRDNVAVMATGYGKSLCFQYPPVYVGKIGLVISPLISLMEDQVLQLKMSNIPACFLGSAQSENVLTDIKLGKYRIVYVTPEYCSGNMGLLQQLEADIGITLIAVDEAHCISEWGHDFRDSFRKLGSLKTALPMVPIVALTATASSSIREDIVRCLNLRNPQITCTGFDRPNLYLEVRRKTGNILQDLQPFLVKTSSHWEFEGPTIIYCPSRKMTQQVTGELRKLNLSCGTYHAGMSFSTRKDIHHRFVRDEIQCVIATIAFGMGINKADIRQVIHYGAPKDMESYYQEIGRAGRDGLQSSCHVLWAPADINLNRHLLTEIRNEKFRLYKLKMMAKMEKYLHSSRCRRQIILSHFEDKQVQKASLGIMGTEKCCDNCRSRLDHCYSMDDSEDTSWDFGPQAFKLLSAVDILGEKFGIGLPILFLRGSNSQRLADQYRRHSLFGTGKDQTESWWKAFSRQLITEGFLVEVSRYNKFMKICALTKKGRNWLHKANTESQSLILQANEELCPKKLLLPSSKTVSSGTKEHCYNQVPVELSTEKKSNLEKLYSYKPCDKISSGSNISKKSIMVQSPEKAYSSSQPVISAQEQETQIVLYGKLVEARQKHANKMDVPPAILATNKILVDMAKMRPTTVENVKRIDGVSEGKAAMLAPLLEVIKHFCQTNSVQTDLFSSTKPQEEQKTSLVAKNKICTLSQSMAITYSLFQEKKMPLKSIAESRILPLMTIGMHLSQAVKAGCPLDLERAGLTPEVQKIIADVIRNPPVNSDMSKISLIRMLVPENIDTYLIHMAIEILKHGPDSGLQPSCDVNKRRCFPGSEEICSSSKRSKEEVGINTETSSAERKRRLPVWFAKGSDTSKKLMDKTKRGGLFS
#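 Fluorescence dequenching readout, ex 525 nm/em 598 nm, kinetic mode: forked duplex DNA (100 nM final) with adjacent fluorophore and quencher unwound by WRN (20 nM final) with 2 mM ATP. Compound preincubation 15 min, room temperature.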
# EPAC1 ag – agonists of human EPAC1. O95398. EPAC1 agonist qHTS, biochemical assay; response scale: 100% = response to 6.5 mM cAMP. Potency, µM (titrated, usually from 154 µM), inactives show top-dose activation, most hits filed as activators. 360,000 compounds, 0.073% hits; further: potency means the concentration at half of the fitted maximal effect; nearly all actives have a fitted effect of over 60% in size
#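 Read-out is the fluorescence drop as BODIPY-GDP leaves Rap1B (480 nm excitation, 540 nm emission), recorded every 5 minutes over 30 minutes. Reactions held 100 nM EPAC1, 250 nM Rap1B–BODIPY-GDP and 50 uM GDP, with 6.5 mM cAMP setting full activation.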
# PI5P4Ka inh – blocks human PI5P4K alpha kinase activity; P48426; 330,000 compounds, 1.2% hits; AID 652105; max response, %; PI5P4Kalpha enzyme, ADP-Glo luminescence, 60 min; hits give low values; active means max response of -50% or lower; inconclusive means between -30% and -50%; inactive means -30% or higher; further: value at the top dose of about 77 µM; on the % scale 0 is the no-effect control and ±100 the full control effect
#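 Compounds were pin-transferred onto PI5P4Kalpha and substrate in HEPES pH 7.4 buffer with EGTA, CHAPS and 5% DMSO. ATP (5 microM final) started the reaction, which ran 60 minutes at room temperature before ADP-Glo detection.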
# IL2 activator – IL-2 activation | 360,000 compounds, 0.065% hits | IL-2 activation reporter assay, cell-based qHTS; stimulated with anti-CD3/CD4/CD28 beads; in transgenic mouse T cells | activation, % (series mostly up to about 46 µM); in the data active means activation above about 50%; inconclusive means mostly about 30% to 49%; further: 0% is about no effect
#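 First, unstimulated transgenic mouse T cells were exposed to compound for 60 min. Next, anti-CD3/anti-CD4-coated beads with anti-CD28 were added. Finally, after 18 h at 37 degrees C, EGFP and DsRed were imaged.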
# The depositor's hits bear a star; ? = inconclusive; . = not tested or not shown; & = joins results of further samples; [ ] = remark or other dose. Unless noted, the call rests on the fitted dose curve; in most records, active means well fitted curve in the direction sought with a large enough effect; inconclusive means small, poorly fitted or top-dose-only effect, or another doubt; inactive means no such curve, though single readings can be large; an effect the other way counts as inactive or inconclusive. No enrichment for hits; about 4.1% have a hit in one of these screens.
mol	aSyn rescue	FUS yeast rescue	PLK1 PBD block	Abeta yeast res	EPAC1 antagonist	WRN inhibitor	EPAC1 ag	PI5P4Ka inh	IL2 activator
Cc1ccccc1NC(=O)c1cccc(S(=O)(=O)Oc2ccc([N+](=O)[O-])cc2)c1	1%	22%	1%	?	-4%	-14%	17%	.	0.3
FC(F)(F)c1ccc(-n2cnc3ccccc32)nc1	1%	-16%	-8%	15%	-24%	6%	-5%	9	1.9
O=C(CC(c1ccco1)S(=O)(=O)c1ccccc1)c1ccccc1 (stereo unspecified)	6%	-19%	-15%	-17%	-7%	-10%	-4%	4	-3.8
Cc1onc(C(=O)NN)c1-c1csc(COc2ccc(Cl)cc2)n1	11%	18%	-7%	-27%	-13%	-8%	-2%	0	0.0
O=C(Nc1ccc(Cl)cc1)C1CCCC1	-1%	-24%	1%	29%	-20%	2%	-2%	1	-0.8
CC(NC(=O)c1ccco1)c1nc(-c2ccccc2Cl)no1 (stereo unspecified)	0%	10%	-6%	0%	4%	-3%	-1%	-1	-0.2
Cc1nn(Cc2ccc([N+](=O)[O-])cc2)c(=O)n1-c1ccccc1Cl	3%	0%	-7%	21%	19%	3%	5%	-1	1.4
CCOC(=O)CN(C(=O)CSc1nnc(CNc2ccc(F)cc2)n1CC)c1ccc(F)cc1	2%	8%	-5%	27%	-9%	-6%	-3%	-2	-2.5
Cc1ccc2c(c1)c(C)c(C)n2CC(O)CN1CCOCC1 (stereo unspecified)	-4%	2%	-22%	-4%	6%	-11%	1%	1	-1.1
C=CCn1c(COc2ccccc2F)nnc1SCC(=O)Nc1cc(C)on1	23%	-6%	1%	-9%	-7%	5%[57.1 µM]	2%	-1	-3.8
Cc1nc(C)c(C(=O)Nc2ccc(C)c(F)c2)o1	-1%	48%	-18%	-3%	-5%	-16%	6%	.	0.8
O=C(COC(=O)c1ccccc1Cl)Nc1nccs1	-11%	-26%	-5%	3%	14%	1%	0%	.	1.7
CC1CCCCN1C(=O)CCC(=O)Nc1nnc(C(F)(F)F)s1 (stereo unspecified)	2%	-9%	7%	10%	-8%	-2%	-9%	2	-0.9
COC(=O)c1c(C)nc(C)c(C(=O)OC)c1-c1ccc(OC)cc1	1%	5%	-9%	-16%	7%	-3%	-3%	9	0.0
c1ccc(CNc2nc(NCCOc3ccccc3)c3sccc3n2)cc1	-17%	10%	4%	-13%	-12%	-3%	11%	-19	-0.8
COc1ccccc1C(=O)NCCCNC(=O)c1cnccn1	0%	14%	-15%	-4%	-2%	-6%	3%	-1	-0.3
CCOC(=O)C1=C(c2ccccc2)OC(N)=C(C#N)C1c1ccco1 (stereo unspecified)	2%	11%	2%	8%	7%	-1%	1%	.	-1.7
CN1NC(=O)CC1c1ccccc1 (stereo unspecified)	-8%	-11%	-21%	15%	-28%	-12%	5%	2	-0.6
COC(=O)c1ccc(NC(=S)N2CCN(Cc3ccccc3Cl)CC2)cc1	14%	-27%	0%	12%	-8%	-6%	-4%	14	0.2
COc1ccc(C2(C(=O)NCc3ccco3)CCCC2)cc1OC	7%	4%	-3%	-4%	0%	5%	-3%	4	-1.8
CCN1CCCC(NC(=O)c2scc3c2CCCC3)C1 (stereo unspecified)	-2%	-10%	3%	7%	12%	11%	-3%	0	-0.7
C[C@@H]1CN([C@H](C)CO)C(=O)CCCn2cc(nn2)CO[C@H]1CN(C)C(=O)Nc1cccc(C(F)(F)F)c1	-1%	-6%	-21%	6%	10%	-5%	16%	-6	-1.5
Cc1noc(NS(=O)(=O)c2ccc(NC(=O)c3ccccc3NS(=O)(=O)c3ccc(F)c(F)c3)cc2)c1C	2%	17%	?	-6%	-7%	-14%	5%	6	0.2
OC(c1ccc(OCc2ccccc2)cc1)c1nnc(-c2ccccc2)o1 (stereo unspecified)	24%	8%	-7%	-1%	-21%	-13%	8%	18	-0.2
COc1cccc(CN(C(=O)COc2ccc(Cl)cc2)C2CCS(=O)(=O)C2)c1 (stereo unspecified)	11%	1%	-4%	3%	-3%	-11%	0%	1	-0.3
CCCCN1C(=O)C(=O)N(CC(=O)c2ccc[nH]2)C1=O	1%	0%	-4%	0%	6%	-12%	-10%	-13	0.7
OCC[C@@H]1C[C@@H](O)[C@H](O)[C@]2(CCCCO2)O1	-1%	-26%	-1%	-5%	-15%	-2%	4%	-1	-0.8
COCCn1c(SCC(=O)NCCc2ccccc2)nnc1-c1ccco1	0%	19%	-6%	-9%	-16%	-9%	6%	.	1.3
COc1cc(S(=O)(=O)NCCN2CCOCC2)c(OC)cc1Cl	-1%	11%	0%	2%	-14%	-2%[57.1 µM]	15%	4	-1.2
CCOC(=O)c1cnc2ccc(F)cc2c1Nc1ccc2c(c1)OCCO2	-3%	.	-5%	2%	?	-8%	-5%	6	3.2
O=C(COC(=O)C1COc2ccccc2O1)Nc1cccc(S(=O)(=O)N2CCCCC2)c1 (stereo unspecified)	1%	30%	-1%	-7%	-30%	1%	12%	-9	0.2
COc1ccccc1NC(=O)N(Cc1ccco1)Cc1cc2ccc(C)c(C)c2[nH]c1=O	10%	?	-4%	-3%	0%	-4%	4%	5	-0.5
OC1(c2ccc(Cl)c(Cl)c2)C[n+]2ccccc2N1Cc1ccccc1 (stereo unspecified)	-10%	14%	-6%	-6%	6%	6%	2%	-29	-0.7
O=C(O)c1ccc(NN=CC2=C(N3CCOCC3)/C(=C/c3ccccc3)CC2)cc1	-40%[inhibitor]	.	?	-22%	?	?	0%	-9	-3.7
COc1ccc(NC(=S)N(Cc2cccnc2)Cc2cc3cc(OC)c(OC)cc3[nH]c2=O)cc1	1%	6%	-7%	-4%	5%	-5%	-3%	-2	0.1
O=C(c1ccc(NC(=S)Nc2ccc(Cl)c(Cl)c2)cc1)N1CCCC1	-63%[inhibitor]	20%	-18%	-38%	-3%	-3%	6%	18	-3.1
Cc1cccn2c(=O)c(/C=N/O)c(NCc3ccccc3)nc12	3%	14%	-9%	19%	0%	-12%	9%	-9	0.5
Cc1cc(C(=O)NCC(=O)OC(C)C(=O)N2CCOCC2)ccc1[N+](=O)[O-] (stereo unspecified)	-3%[1.84 µM]	-3%	-12%	-8%	-11%	-16%	-3%	-1	-0.4
CCN(CC)CCN(C)C(=O)CCc1nnc(-c2ccc(C)s2)o1	-3%	-15%	-6%	-11%	?	4%[57.1 µM]	2%	5	1.6
CN(C)c1cc(-c2ccc(Cl)cc2)oc(=O)c1Cl	4%	2%	-2%	-40%[inhibitor]	8%	-8%	9%	8	1.6
Cc1cc(C)c2sc(NC(=O)C3CC3)nc2c1	5%	-36%	4%	15%	-2%	2%	-13%	8	0.6
Cc1cccc(-[n+]2c(-c3cccc(Br)c3)[nH]c3nc4ccccc4nc32)c1	4%	3%	-3%	10%	-12%	2%	12%	0	-3.9
CCN(CC(F)(F)C(F)F)S(=O)(=O)c1ccc(NC(=O)OC)cc1	7%	9%	3.8µM*	5%	-13%	5%	-7%	0	1.0
O=C(Cc1cc(=O)[nH]c(=O)[nH]1)N1CCC(Cc2ccccc2)CC1	-1%	-16%	-13%	-5%	-12%	0%	-2%	4	0.6
COc1ccc(C)cc1NC(=O)C(NCC(O)c1ccccc1)c1ccccc1 (stereo unspecified)	9%	-13%	-4%	-9%	-23%	2%	0%	6	0.3
COCCCN1C(=O)/C(=C\c2cccs2)C(C(=O)OC)=C1C	16%	2%	7%	-6%	1%	1%	-10%	2	-2.0
CCOC(=O)C1CCCN(S(=O)(=O)c2c(C(=O)N3CCCCC3)c(C)n(C)c2C)C1 (stereo unspecified)	-2%	1%	-7%	-1%	-11%	0%	-5%	-8	-3.0
COc1cc(OC)c(C2=NOC(C(=O)Nc3ccc4c(c3)OCO4)C2)cc1Cl (stereo unspecified)	4%	3%	2%	-1%	-6%	-5%	1%	23	-1.5
Cc1ccc(NC(=O)/C(=C\c2cccc([N+](=O)[O-])c2)NC(=O)c2cccs2)cc1	19%	0%	0%	9%	-24%	-9%	-10%	6	1.8
CCCn1nnnc1COc1ccc(C(N)=O)cc1	3%	-31%	3%	2%	16%	8%	7%	0	-1.4
CCC(C)Sc1cc(-c2nc3cc(C)ccn3c2NC2CCCCC2)ccc1OC (stereo unspecified)	-37%&-33%[inhibitor]	?	-5%&3%	-28%&-37%	-17%&11%	-10%&-6%	-22%&-6%	0&-1	-2.3&-0.6
O=S(=O)(Nc1ccncc1)c1ccc(Cl)cc1	-2%	-4%	-8%	-5%	5%	10%	3%	.	-3.0
O=C1N[C@@H](Cc2c[nH]c3ccccc23)COC(=O)[C@H](Cc2ccc(F)cc2)C/C=C\C[C@H]1CC(=O)N(CCO)Cc1ccccc1	5%	?	-11%	-5%	-6%	1%	-10%	0	-0.2
O=C(CSc1nc(-c2ccccc2)cs1)NCc1ccco1	11%	-7%	-10%	-7%	-1%	-1%[57.1 µM]	7%	1	2.5
O=C(COC(=O)c1cccs1)c1ccc2c(c1)OCCO2	-20%	11%	-4%	-9%	-1%	-3%	9%	.	-1.4
COCCn1cc(C(=O)NCCCN2CCC(C)CC2)c2c3ccccc3n(C)c2c1=O	-3%	14%	-7%	-5%	10%	1%	-3%	.	-0.7
Cc1sc2ncnc(N3CCC(C(=O)Nc4ccc(OC(F)F)c(Cl)c4)CC3)c2c1C	-24%	-12%	-4%	-31%	-11%	6%	-5%	10	0.0
CN1CC(=O)N(C)c2ncn(Cc3ccccc3)c2C1=O	0%	-16%	-3%	18%	-6%	-1%	4%	-9	-1.4

# Compound activity (PubChem BioAssay)
